Compound activity: PubChem BioAssay, several laboratories
GSK3 alpha inh – blocks human GSK-3 alpha kinase | P49840 | ADP-Glo luminescence, 60 min | inhibition, % at 10 µM | 0.1% of 320,000 active;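 in the data active = inhibition above about 50%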;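 also: GST-tagged GSK-3 alpha with peptide substrate and 25 µM ATP; 0% = DMSO neutral wells and 100% = GW8510 positive control wells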
Target sequence (P49840 whole entry, looked up): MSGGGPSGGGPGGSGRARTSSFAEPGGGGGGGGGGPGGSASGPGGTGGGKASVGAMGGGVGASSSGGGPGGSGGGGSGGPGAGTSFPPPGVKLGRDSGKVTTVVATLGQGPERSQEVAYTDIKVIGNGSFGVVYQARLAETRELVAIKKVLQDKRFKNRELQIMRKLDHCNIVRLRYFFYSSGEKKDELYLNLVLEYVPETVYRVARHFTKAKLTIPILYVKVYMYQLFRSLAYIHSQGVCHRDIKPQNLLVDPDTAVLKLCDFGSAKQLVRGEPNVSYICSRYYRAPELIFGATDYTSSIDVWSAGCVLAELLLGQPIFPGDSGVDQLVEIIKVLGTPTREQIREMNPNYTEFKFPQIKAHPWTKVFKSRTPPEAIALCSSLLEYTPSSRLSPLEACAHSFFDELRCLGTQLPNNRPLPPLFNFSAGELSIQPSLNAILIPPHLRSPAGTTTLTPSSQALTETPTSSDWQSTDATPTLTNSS
HDAC3 inhib – blocks human histone deacetylase 3 | O15379 | recombinant HDAC3, fluorogenic peptide/trypsin coupled, fluorescence | inhibition, % at 8.3 µM | 0.15% of 320,000 active | AID 2718; in the data active = inhibition above about 26%, passing the limit was not always enough
Target sequence (O15379 whole entry, looked up): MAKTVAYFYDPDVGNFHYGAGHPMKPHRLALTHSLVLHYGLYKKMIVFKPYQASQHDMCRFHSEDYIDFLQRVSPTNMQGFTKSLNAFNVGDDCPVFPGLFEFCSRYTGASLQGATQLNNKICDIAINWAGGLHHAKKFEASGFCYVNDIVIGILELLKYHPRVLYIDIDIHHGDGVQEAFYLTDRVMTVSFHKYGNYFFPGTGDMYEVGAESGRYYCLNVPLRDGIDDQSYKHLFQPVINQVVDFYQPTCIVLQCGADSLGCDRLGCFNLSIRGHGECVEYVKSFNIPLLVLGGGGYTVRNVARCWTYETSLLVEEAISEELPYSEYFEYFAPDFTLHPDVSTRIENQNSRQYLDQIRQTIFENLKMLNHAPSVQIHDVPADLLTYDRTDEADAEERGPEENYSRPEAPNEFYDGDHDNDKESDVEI
GSK3B inh – blocks human GSK3beta kinase activity. P49841. GST-GSK3beta kinase, ADP-Glo luminescence, 60 min; hits give low values. activity score (negative = inhibition), % at 10 µM. 0.038% of 300,000 active. AID 2097;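 active = more than half of replicate wells score below -50%, meaning over 50% inhibition versus plate controls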;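 also: 0% = median DMSO wells and -100% = median GW8510 positive control wells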
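Test system – GST-tagged human GSK3beta kinase, cell-free · Incubation – 60 min enzyme reaction, room temperature · Signal – ADP-Glo luminescence · Also added – peptide substrate and ATP at 25 µM · Controls – DMSO neutral wells and GW8510 at 20 µM as positive · Buffer or medium – Tris/MgCl2 kinase buffer · Measure – Luminescence-derived activity versus plate DMSO and GW8510 wells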
HSF1 activator – increases HSF-1 driven luciferase reporter signal; NIH3T3-HGL HSF-1 luciferase reporter, MG132, 8 h; 100% = twice DMSO control signal; activation, % at 9 µM; 1.7% of 300,000 active; AID 504408;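 active = mean replicate activation of at least 50% with a set share of replicates each reaching 50%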;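 also: 0% = median of the neutral control wells and 100% = twice that signal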
PolyA inhibitor – inhibitors of polyadenylation in S. cerevisiae; S. cerevisiae SKY197-pL101 polyadenylation reporter, beta-gal luminescence; efflux-impaired pdr1/pdr3 knockout yeast; score 100 = 6 SD above DMSO; calls only at 12 µM; 0.02% of 300,000 active;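 active = lowest replicate activity score at least 50, where 100 means six control SD above control mean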;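 also: yeast exposed to compound for 9 h at 30 °C; higher score means more reporter readthrough which indicates perturbed polyadenylation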
HSP90 refold inh – inhibitors of HSP90 luciferase refolding in rabbit reticulocyte lysate; AID 1789; luciferase refolding luminescence, 3 h; inhibition, % at 5.6 µM; 0.91% of 290,000 active;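 active = inhibition above the screen-wide mean plus 3 SD, computed separately per campaign, cut at about 16% in these data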;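 also: 0% = DMSO wells and 100% = 60 µM geldanamycin wells; inhibitors lower the luminescence because luciferase stays unfolded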
AI-2 QS modul – modulates the Vibrio harveyi AI-2 quorum sensing system. Vibrio harveyi JMH597 AI-2 luminescence/OD600 ratio, 9 h; hits give low values; strain lacks LuxN and CqsS sensors; 0 = neutral-control median. activity change, % at 7.5 µM. 0.4% of 300,000 active; in the data active = activity change below about -75%, passing the limit was not always enough;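 also: luminescence divided by OD600 gain over 9 h not by final OD600 alone; inactives centre near 13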
Platelet DG rel – modulates dense granule release in human platelets; 0.22% of 300,000 active; AID 1663; inhibition, %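 (compounds screened at 7.5 µM in platelet-rich plasma)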; human platelet-rich plasma, SFLLRN dense granule ATP release, luminescence;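 active = mean replicate score, as percent of positive control, at or above 50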
HSF1 inhib – HSF1 inhibition; 0.77% of 300,000 active; NIH3T3-HGL HSE-luciferase, MG132-induced, luminescence 8 h; hits give low values; activity change, negative = inhibition, % at 7.5 µM (by protocol);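 active = more than half of replicate wells show activity change below -50%, luminescence cut by over half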;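 also: luciferase reports HSF-1 transcriptional activity via heat shock element; 0% = median of DMSO wells and -100% = zero luminescence signal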
DYRK1A inh – blocks rat Dyrk1A kinase activity; Q63470; ADP-Glo luminescence, NFATc1 peptide; inhibition, % at 12.5 µM; 0.43% of 310,000 active; in the data active = inhibition above about 50%;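 also: plate controls were vehicle with enzyme for no effect and no enzyme for full effect; many of its hits are not listed in these tables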
Starred values were filed as active, the others as inactive; i = inactive; nt = no result given. Only part of the results is shown; the hit share may differ from the screen's.

GSK3 alpha inh	HDAC3 inhib	GSK3B inh	HSF1 activator	PolyA inhibitor	HSP90 refold inh	AI-2 QS modul	Platelet DG rel	HSF1 inhib	DYRK1A inh	canonical_smiles
-1.7	0.6	-1.1	26.8	i	-0.1	11.6	12.2	-1.0	-4.1	CCN(CC)c1nc2ccccc2n(Cc2cccc(OC)c2)c1=O
0.3	nt	-2.8	1.5	i	-1.4	6.3	2.4	2.0	10.1	CSc1ccccc1NC(=O)COC(=O)c1c[nH]c(=O)[nH]c1=O
0.6	-13.3	2.4	3.2	i	-0.5	34.6	17.3	-2.8	6.1	COc1ccc(-c2nc(C#N)c(NCc3cccnc3)o2)cc1OC
0.2	-3.7	-1.5	-21.2	i	1.4	20.6	-3.9	-3.6	-1.8	CCOC(=O)CN1C(=O)C(Sc2n[nH]c(-c3ccc(O)cc3)n2)CCc2ccccc21 (stereo not given)
-2.3	1.0	3.4	-6.5	i	2.2	24.7	-6.0	-5.5	3.8	COc1ccc(N(C)S(=O)(=O)c2ccc3c(c2)CCC(=O)N3)cc1
-0.1	0.2	-0.8	8.5	i	-1.4	22.0	1.6	8.6	0.5	O=C(OCC(=O)N1CCOCC1)c1ccc(Br)cc1
-2.3	-0.5	1.2	-1.7	i	-0.9	23.1	-0.2	-5.5	-7.3	O=C(Nc1nc(-c2ccc(Cl)s2)cs1)c1ccncc1
-0.8	6.2	1.4	6.2	i	-2.2	36.2	3.1	7.4	nt	Cc1ccc(CN(Cc2cccnc2)C(=S)Nc2cc(Cl)ccc2C)cc1
1.3	-5.1	-3.0	6.5	i	-4.2	20.4	6.7	2.5	-1.6	CC(=O)Nc1ccc(OCC(=O)NCCc2ccccc2)cc1
nt	-2.7	-0.1	10.2	i	5.0	23.9	17.5	-1.2	-8.8	CC(C)C(NC(=O)C(c1ccccc1)c1ccccc1)c1nc2ccccc2[nH]1 (stereo not given)
-2.4	8.9	-0.5	18.4	i	3.2	-90.7*	2.6	5.3	-6.8	CC(=O)Nc1ccc(C(=O)OCc2ccc(Cl)cc2)cc1
-0.5	-5.4	-2.0	-5.8	i	2.6	12.1	-3.9	-0.7	8.8	CC(=O)c1cccc(NC(=O)CCS(=O)(=O)c2cccc3nsnc23)c1

Reprinted from the part before: 6 entries, then new ones.
GSK3 alpha inh	HDAC3 inhib	GSK3B inh	HSF1 activator	PolyA inhibitor	HSP90 refold inh	AI-2 QS modul	Platelet DG rel	HSF1 inhib	DYRK1A inh	canonical_smiles
-2.3	-0.5	1.2	-1.7	i	-0.9	23.1	-0.2	-5.5	-7.3	O=C(Nc1nc(-c2ccc(Cl)s2)cs1)c1ccncc1
-0.8	6.2	1.4	6.2	i	-2.2	36.2	3.1	7.4	nt	Cc1ccc(CN(Cc2cccnc2)C(=S)Nc2cc(Cl)ccc2C)cc1
1.3	-5.1	-3.0	6.5	i	-4.2	20.4	6.7	2.5	-1.6	CC(=O)Nc1ccc(OCC(=O)NCCc2ccccc2)cc1
nt	-2.7	-0.1	10.2	i	5.0	23.9	17.5	-1.2	-8.8	CC(C)C(NC(=O)C(c1ccccc1)c1ccccc1)c1nc2ccccc2[nH]1 (stereo not given)
-2.4	8.9	-0.5	18.4	i	3.2	-90.7*	2.6	5.3	-6.8	CC(=O)Nc1ccc(C(=O)OCc2ccc(Cl)cc2)cc1
-0.5	-5.4	-2.0	-5.8	i	2.6	12.1	-3.9	-0.7	8.8	CC(=O)c1cccc(NC(=O)CCS(=O)(=O)c2cccc3nsnc23)c1
-2.1	-1.6	0.0	8.3	i	4.4	13.0	-4.6	1.9	2.7	Cn1c(Sc2ccc([N+](=O)[O-])cc2C(F)(F)F)nnc1-c1ccccc1
0.0	1.1	-0.4	-4.6	i	3.5	12.8	-0.4	5.6	nt	COc1ccc(CCN2C(=O)CC(N3CCN(C/C=C/c4ccccc4)CC3)C2=O)cc1OC (stereo not given)
-4.6	-2.0	-1.5	-4.7	i	4.2	6.6	-7.2	-0.9	1.5	COC(=O)c1ccc(COc2ccccc2/C=C(\C#N)C(=O)Nc2ccccc2C)cc1
0.8	1.9	0.5	3.2	i	-0.3	8.2	1.0	-4.1	2.7	COc1c(Br)cc(Br)cc1/C=N/n1c(C)nnc1C
nt	-0.4	-4.9	-58.2	i	-1.2	4.4	24.4	-54.4*	1.4	O=C1c2ccccc2C(Nc2ccc3c(c2)OCCO3)N1c1ccc(Cl)cn1 (stereo not given)
20.9	-1.3	-24.2	5.1	i	6.6	32.9	-9.9	-3.2	49.4	CCn1c(=O)c2c3c(sc2n2c(=S)[nH]nc12)CCC3
0.6	4.6	3.7	-12.2	i	0.1	14.1	-2.2	-3.0	-2.5	CN(CC(=O)Nc1ccccc1C(F)(F)F)C(=O)CSc1nnnn1C
2.6	3.1	5.6	0.8	i	1.4	17.3	-4.0	10.5	1.1	CCn1cc(C(=O)NCc2ccco2)c(=O)c2cc(S(=O)(=O)N3CCC(C)CC3)ccc21
0.4	4.2	-2.3	-8.9	i	nt	5.8	3.8	-1.4	4.1	Cc1c(C(=O)NN2CCOCC2)cccc1[N+](=O)[O-]
-0.4	6.2	1.7	-0.4	i	-2.5	1.7	-6.9	-6.3	-0.5	COC(=O)c1ccc(C(=O)OC)c(NC(=O)C2CCCO2)c1 (stereo not given)
-4.1	15.2	0.2	3.6	i	-4.7	3.5	0.4	-0.6	0.5	COC(=O)c1ccc(Oc2nc(Nc3ccccc3)nc(N(C)C)n2)cc1
-0.3	0.7	nt	nt	nt	2.9	nt	nt	nt	12.7	Cc1ccc2c(c1)-c1nc3ccccc3cc1C2=NC1CCCCC1
0.5	2.0	0.1	-12.9	i	0.2	26.0	-0.2	-2.1	-3.9	O=C(COc1ccc2ccccc2c1)NNC(=O)c1ccccc1
-0.7	-3.6	-3.7	29.0	i	-3.0	27.2	17.2	13.7	8.0	O=C(Nc1nc2ccc(SC(F)F)cc2s1)c1ccc(NS(=O)(=O)c2ccc(F)c(F)c2)cc1
-1.0	6.9	5.5	-6.8	i	1.0	10.7	1.8	-1.4	9.3	COC(=O)[C@H](CCSC)NC(=O)Nc1ccc(OC)c(Cl)c1
-1.2	-7.2	6.9	49.8	i	-0.1	13.9	-28.7	20.5	-1.6	COc1cccc(C2CC(=O)NC3=C2C(=O)CCC3)c1 (stereo not given)
nt	-5.6	3.7	-6.2	i	-1.5	18.8	2.4	-4.4	nt	Cn1c(=O)oc2cc(S(=O)(=O)NCCN3CCc4ccccc4C3)ccc21
-0.3	3.2	0.9	12.6	i	-3.2	31.6	-2.9	7.7	6.2	Cc1ccc2nc(-c3ccncc3)cc(-c3ccccc3)c2c1
-0.7	-0.3	0.2	-11.4	i	-2.3	31.0	19.5	-1.0	-2.3	COc1cc(NC(=O)CN2CC(c3ccccc3)CC2=O)cc(OC)c1 (stereo not given)
-0.2	7.2	0.3	0.5	nt	-2.9	2.8	1.6	-4.0	-3.5	CCc1ccccc1NC(=O)CCS(=O)(=O)c1ccc(C)cc1
-2.0	-0.2	2.3	12.2	i	-1.3	14.8	6.1	5.7	-7.4	CC1CCCN(S(=O)(=O)c2ccc(S(=O)(=O)N3CCCC3)cc2)C1 (stereo not given)
-3.9	3.6	2.3	12.6	i	0.4	3.0	6.1	1.9	1.6	O=C(COc1ccccc1Cl)NCCNC(=O)c1ccccn1
1.3	3.8	-4.7	2.8	i	-1.7	4.6	-5.9	1.9	0.9	CCOCc1nnc(NC(=O)c2c(OC)cccc2OC)s1
-2.5	-13.2	1.8	-2.5	i	-5.3	10.0	17.3	-10.6	9.7	Cc1cccc(C)c1NC(=O)C1CCCN1S(=O)(=O)c1ccc2c(c1)n(C)c(=O)c(=O)n2C (stereo not given)
-0.5	-4.6	-2.7	8.2	i	-4.5	15.1	-10.7	-0.8	-4.6	CC(C)(C)C1CCC(=NNC(=O)CN(c2ccccc2)S(C)(=O)=O)CC1 (stereo not given)
0.8	7.9	-0.5	8.6	i	2.0	12.4	7.5	-3.1	-2.4	O=C(Nc1cccc(F)c1)c1cccnc1
1.5	0.8	1.7	4.3	i	-5.1	4.8	nt	-4.3	-0.4	CNC(=O)c1ccccc1-c1ccccc1
nt	nt	3.3	2.5	i	nt	-3.3	-0.7	-2.6	-1.4	O=C(COC(=O)CCCOc1ccccc1)NC1CCS(=O)(=O)C1 (stereo not given)
1.6	1.4	-0.7	-18.4	i	-6.5	7.3	6.0	-4.5	4.6	CC(C(=O)NCCC1=CCCCC1)N1C(=O)c2ccccc2C1=O (stereo not given)
-0.4	-6.9	-1.6	24.3	i	4.6	-8.9	10.2	7.7	1.4	COc1ccc(S(=O)(=O)N(C(=O)C(C)C)c2ccc3oc(=O)sc3c2)cc1
-2.1	3.9	2.5	-6.2	i	0.3	16.1	-2.8	3.8	nt	CCn1ccc(C(=O)Nc2ccc(S(=O)(=O)Nc3ccccc3OC)cc2)n1
-4.6	11.2	-1.2	4.3	i	-4.1	19.9	2.2	-15.0	1.2	COc1cccc(-c2nc(-c3ccccc3)nc(N3CCN(C)CC3)c2C#N)c1
-1.9	10.0	-2.9	-3.1	i	0.5	10.4	-4.4	-8.3	2.6	COc1cc(C(=S)N2CCOCC2)cc(OC)c1OC(=O)c1ccc(F)cc1
0.0	-5.1	2.1	2.2	i	-3.3	10.2	1.9	1.8	-2.8	CC(OC(=O)c1ccc(C(C)(C)C)cc1)C(=O)NC1CCCCC1C (stereo not given)

Entries listed so far printed as active in AI-2 QS modul:
GSK3 alpha inh	HDAC3 inhib	GSK3B inh	HSF1 activator	PolyA inhibitor	HSP90 refold inh	AI-2 QS modul	Platelet DG rel	HSF1 inhib	DYRK1A inh	canonical_smiles
-2.4	8.9	-0.5	18.4	i	3.2	-90.7*	2.6	5.3	-6.8	CC(=O)Nc1ccc(C(=O)OCc2ccc(Cl)cc2)cc1

Copied from the list:
Under HSF1 activator, Cn1c(=O)oc2cc(S(=O)(=O)NCCN3CCc4ccccc4C3)ccc21 reads -6.2
Under HSF1 activator, COc1c(Br)cc(Br)cc1/C=N/n1c(C)nnc1C reads 3.2
